# Source: PubChem (several laboratories)
# Mtb FBA inh: Mtb FBA enzyme inhibitors, primary screen, biochemical, fluorescence, strain H37Rv; purified M. tuberculosis FBA, fluorescence read-out; Fructose-bisphosphate aldolase (Mycobacterium tuberculosis (strain ATCC 25618 / H37Rv)), …; inhibition, % at 1 µM; hit rate 2.3% among 360,000; in the data active means inhibition above about 27%;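 further: 0% = vehicle and 100% = reference inhibitor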
# Target sequence (P9WQA3 whole entry, looked up): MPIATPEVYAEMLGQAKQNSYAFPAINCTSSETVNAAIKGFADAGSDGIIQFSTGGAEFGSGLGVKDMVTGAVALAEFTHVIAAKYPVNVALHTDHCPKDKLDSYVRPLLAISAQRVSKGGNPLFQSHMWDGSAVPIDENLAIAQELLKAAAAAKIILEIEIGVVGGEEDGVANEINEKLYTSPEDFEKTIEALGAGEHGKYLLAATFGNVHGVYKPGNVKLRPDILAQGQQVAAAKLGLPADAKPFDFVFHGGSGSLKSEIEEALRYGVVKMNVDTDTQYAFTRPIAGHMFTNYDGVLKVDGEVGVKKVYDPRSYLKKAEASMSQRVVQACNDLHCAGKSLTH
# FadD28 FP inh: inhibitors of FadD28 bisubstrate probe binding, primary screen, biochemical, fluorescence polarization, single point. Mycobacterium tuberculosis FadD28 fatty-acid-AMP ligase. hit rate 0.22% among 360,000. inhibition, % at 12.5 µM; in the data active means inhibition above about 8.5%, passing the limit was not always enough
# MazF activator: activators of E. coli MazEF toxin-antitoxin RNase, primary screen, biochemical, fluorescence, uHTS. Endoribonuclease toxin MazF (Escherichia coli (strain K12)), P0AE70. FAM/BHQ RNA-DNA oligo cleavage fluorescence, 5 h. activation, % at 20 µM. hit rate 0.32% among 350,000; in the data active means activation above about 50%
# Target sequence (P0AE70 whole entry, looked up): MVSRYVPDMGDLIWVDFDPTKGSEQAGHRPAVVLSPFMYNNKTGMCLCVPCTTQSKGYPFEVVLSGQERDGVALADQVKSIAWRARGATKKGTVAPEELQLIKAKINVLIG
# UGM FP inh: M. tuberculosis UGM enzyme inhibitors, primary screen, biochemical, fluorescence polarization, single point; purified UGM, fluorescence polarization probe displacement; UDP-galactopyranose mutase (Mycobacterium tuberculosis (strain ATCC 25618 / H37Rv)), …; AID 504406, 2011; hit rate 0.06% among 320,000; inhibition, % at 10 µM; in the data active means inhibition above about 10%, passing the limit was not always enough
# Target sequence (P9WIQ1 whole entry, looked up): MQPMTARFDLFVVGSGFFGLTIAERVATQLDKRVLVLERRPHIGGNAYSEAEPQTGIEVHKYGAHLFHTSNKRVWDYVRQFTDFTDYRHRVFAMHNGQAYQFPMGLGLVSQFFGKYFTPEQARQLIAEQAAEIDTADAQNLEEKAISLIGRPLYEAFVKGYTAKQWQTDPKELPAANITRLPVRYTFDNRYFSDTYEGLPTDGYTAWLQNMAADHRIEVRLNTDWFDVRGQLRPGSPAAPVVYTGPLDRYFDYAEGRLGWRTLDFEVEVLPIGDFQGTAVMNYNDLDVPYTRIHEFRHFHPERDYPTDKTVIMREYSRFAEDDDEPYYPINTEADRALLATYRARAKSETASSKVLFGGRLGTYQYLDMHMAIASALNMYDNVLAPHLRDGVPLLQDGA
# CCHFV vOTU inh: CCHFV vOTU protease inhibitors, primary screen, biochemical, Pep-AMC substrate, fluorescence; AID 651958, 2012; inhibition, % at 11.5 µM; hit rate 0.55% among 370,000; further: 0% = vehicle wells with enzyme and 100% = no enzyme wells
# VHR inh abs: VHR1 phosphatase inhibitors, primary screen, biochemical, absorbance, uHTS; Dual specificity protein phosphatase 3 (Homo sapiens), P51452; recombinant VHR phosphatase, pNPP absorbance; inhibition, % at 13.3 µM; hit rate 0.52% among 290,000; AID 1654, 2009; in the data active means inhibition above about 50%; further: some compounds called inactive have numbers as strong as hits
# Target sequence (P51452 whole entry, looked up): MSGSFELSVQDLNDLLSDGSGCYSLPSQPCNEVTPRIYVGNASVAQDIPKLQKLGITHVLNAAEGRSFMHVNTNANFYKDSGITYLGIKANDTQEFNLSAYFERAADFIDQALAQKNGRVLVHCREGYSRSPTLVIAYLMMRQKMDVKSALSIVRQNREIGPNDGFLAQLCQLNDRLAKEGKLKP
# GDH-TPI inh: GDH-TPI coupling enzyme inhibitors, primary screen, artefact control for M. tuberculosis FBA inhibitor project, biochemical, absorbance, full deck | GDH-TPI coupled enzyme counterscreen, NADH absorbance | inhibition, % at 4.8 µM | hit rate 1.2% among 360,000 | AID 588335, 2011;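 further: 0% = DMSO wells and 100% = wells lacking the enzyme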
# Rv3671c inh: Rv3671c serine protease inhibitors, primary screen, biochemical, fluorescence polarization, M. tuberculosis H37Rv; AID 2606, 2010; hit rate 0.048% among 320,000; P9WHR9; inhibition, % at 5.96 µM; in the data active means inhibition above about 38%;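 further: extracellular domain of Rv3671c used as enzyme; 0% = enzyme with DMSO and 100% = no enzyme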
# BioA inh: M. tuberculosis BioA enzyme inhibitors, primary screen, biochemical, plate reader, single point, HTS; 7,8-diaminopelargonic acid synthase BioA (Mycobacterium tuberculosis); purified M. tuberculosis BioA enzyme; inhibition, % at 9.99 µM; hit rate 0.096% among 360,000; AID 602481, 2012; in the data active means inhibition above about 40%
# BoNT-F LC inh: BoNT/F light chain protease inhibitors, primary screen, biochemical, flow cytometry, MLPCN library | Botulinum neurotoxin type F light chain protease (Clostridium botulinum) | Multiplex microsphere protease cleavage assay | inhibition, % at 10 µM | hit rate 0.22% among 360,000 | AID 588497, 2011; in the data active means inhibition above about 35%, passing the limit was not always enough; further: plate controls were buffer without enzyme for full effect and enzyme alone for no effect
# * marks the source's active call; other numbers are inactive results; · = not tested or not shown. Unless noted, no stated cut-off is given here; in the data, active means inhibition above about 30%; inactive means the rest.
canonical_smiles	Rv3671c inh	BioA inh	CCHFV vOTU inh	MazF activator	BoNT-F LC inh	Mtb FBA inh	GDH-TPI inh	UGM FP inh	FadD28 FP inh	VHR inh abs
COc1ccc(-n2c(C)cc(C(=O)CN3C(=O)NC4(CCc5ccccc54)C3=O)c2C)cc1 (configuration not stated)	-2	·	-9	2	-24	1	7	0.0	3.7	5
COc1ccc(N2CCN(C(=O)CSc3nnnn3C3CC3)CC2)cc1	6	0.3	2	1	-2	-1	0	-2.4	-1.6	·
CSC(=S)N/N=C/c1ccc(N(C)C)cc1	8	·	5	-1	-10	0	10	3.0	1.5	9
CCOC(=O)c1ccccc1NC(=O)COC(=O)c1c(CC)noc1C	6	1.3	6	-2	·	0	5	-0.8	-0.2	·
CC1CCN(CC(C)OC(=O)c2ccco2)CC1 (configuration not stated)	3	-0.6	6	5	1	-1	-3	0.1	-0.2	10
S=C(Nc1ccc(Cl)cc1)c1sc(N2CCCCC2)nc1N1CCOCC1	-11	4.8	-16	-5	27	4	-11	-1.0	-2.7	-2
O=C(O)Cn1cnc2sc3c(c2c1=O)CCCC3	0	·	-2	9	2	0	2	0.3	-1.0	15
CC1(c2ccc3ccccc3c2)NC(=O)N(CC(=O)NCc2cccs2)C1=O (configuration not stated)	-2	3.8	6	5	-4	-2	-5	-0.1	-4.0	-7
O=C(NCC1CCCO1)C(=O)c1c[nH]c2ccccc12 (configuration not stated)	-4	·	4	-10	2	-5	24	1.0	-2.9	6
CCOc1ccccc1N1CCN(C(=O)c2ccc3[nH]c4c(c3c2)CCCC4)CC1	10	-1.6	7	-4	-8	1	6	4.7	-3.3	-1
Cc1ccc2sc(N3CCN(CCNC(=O)c4ccco4)CC3)nc2c1C	2	2.5	-3	3	11	-1	3	0.5	-2.4	·
Cc1cc(C)c2[nH]c(O)c(N=NC(=S)NCC3CCCO3)c2c1 (configuration not stated)	7	·	-3	0	-12	-2	20	·	-1.4	-4
CCCN=C1N(C)C[C@@H]2[C@@H]3C(=O)N(C)C(=O)[C@@H]3[C@](C)(C(=O)OC)N12	·	-1.3	-3	-2	-6	2	2	·	-1.0	·
CCOC(=O)CNc1nc(Cl)nc(Nc2ccccc2)n1	2	·	-5	9	-2	1	5	-1.1	-2.6	-12
Cc1cc(NC(=O)c2ccc(C#N)cc2)on1	-4	·	-8	4	-2	1	4	3.5	-0.9	4
Cc1nccn1CC(O)COc1ccc([N+](=O)[O-])cc1 (configuration not stated)	-1	-1.9	10	3	-10	0	2	4.4	1.2	·
O=C(O)c1ccc(NC(=O)c2cc3ccccc3o2)cc1	-3	-1.7	-7	5	22	-1	17	1.2	-2.1	-7
Cc1ccc(S(=O)(=O)N(C)CCCC(=O)n2nc(C)cc2C)cc1	-8	1.0	3	-2	-30	4	-4	2.7	-5.4	-18
O=C(CNC(=S)N(CCCN1CCOCC1)Cc1cccs1)NCc1ccccc1Cl	-13	-5.8	-1	-30	4	5	4	-3.6	-3.4	-4
CCn1c(CNC(=O)c2ccc3c(c2)OCO3)nnc1SCC(=O)Nc1cc(C)ccc1OC	-4	6.7	15	-2	-1	3	5	1.7	-3.7	-10
C=CCNC(=S)NNC(=O)c1ccc(OCCCC)cc1	7	0.0	16	-8	-6	-3	9	-1.3	0.9	1
Cc1ccc(-n2ncc3c(SCc4cccnc4)ncnc32)c(C)c1	·	·	-5	1	-2	-1	-5	·	-2.0	10
COC(=O)[C@H]1C[C@@]2(O)CN(S(=O)(=O)c3ccc(C)cc3)C[C@@]2(OC(=O)NCc2ccccc2F)C[C@H]1C(=O)OC	·	0.2	21	10	1	2	4	·	-0.7	·
COCCNC(=S)Nc1ccc2nc(N3CCN(C)CC3)cc(C)c2c1	-3	0.9	-5	-3	-4	12	5	1.5	·	20
CCOCCn1c(=NC(=O)c2cc3ccccc3oc2=O)sc2cc(S(N)(=O)=O)ccc21	-5	-0.1	-9	13	2	-1	46*	-2.0	-0.4	-6
Cn1nc([N+](=O)[O-])nc1N1CCOCC1	-3	-0.9	-8	-1	4	-3	6	1.1	0.3	40
COc1cccc(NC(=O)c2ccc[n+](C)c2)c1	-6	0.7	-3	-3	1	3	-6	0.0	-2.2	38
COC(=O)c1cc(NC(=O)CN(c2ccccc2OC)S(=O)(=O)c2ccccc2)ccc1Cl	-49	-1.0	5	-7	7	-1	-7	-0.7	-6.6	6
COCCNC(=O)C1(C)CCCN(C(=O)c2ccccc2OC)C1 (configuration not stated)	·	-1.2	-8	·	12	4	12	·	-0.1	·
CCCn1c(N)c(C(=O)CSc2nncs2)c(=O)[nH]c1=O	-8	-0.3	1	0	-10	-3	0	-1.5	-2.8	·

# An excerpt of these results, with two lines to a compound:
# Under each structure – Rv3671c inh	BioA inh	CCHFV vOTU inh	MazF activator	BoNT-F LC inh	Mtb FBA inh	GDH-TPI inh	UGM FP inh	FadD28 FP inh	VHR inh abs
COC(=O)[C@H]1C[C@@]2(O)CN(S(=O)(=O)c3ccc(C)cc3)C[C@@]2(OC(=O)NCc2ccccc2F)C[C@H]1C(=O)OC
→ ·	0.2	21	10	1	2	4	·	-0.7	·
COCCNC(=S)Nc1ccc2nc(N3CCN(C)CC3)cc(C)c2c1
→ -3	0.9	-5	-3	-4	12	5	1.5	·	20
CCOCCn1c(=NC(=O)c2cc3ccccc3oc2=O)sc2cc(S(N)(=O)=O)ccc21
→ -5	-0.1	-9	13	2	-1	46*	-2.0	-0.4	-6

# The list continues:
canonical_smiles	Rv3671c inh	BioA inh	CCHFV vOTU inh	MazF activator	BoNT-F LC inh	Mtb FBA inh	GDH-TPI inh	UGM FP inh	FadD28 FP inh	VHR inh abs
CC(=O)Nc1ccc(S(=O)(=O)NC(C(=O)O)C2=CCC=CC2)cc1 (configuration not stated)	1	-2.1	4	-3	-8	3	16	-2.7	-0.3	11
OC1(c2ccc(Cl)c(Cl)c2)C[n+]2ccccc2N1Cc1ccccc1 (configuration not stated)	8	5.0	-24	9	-10	21	14	0.3	-3.1	21
COc1ccc(O)c(C(=O)CC(=O)c2ccccc2C)c1	5	2.0	-6	-1	-8	22	10	-0.2	0.0	16
CC[C@H](C)[C@H](NC(=O)OCc1ccccc1)C(=O)Nc1ccc(NC(C)=O)cc1	-4	·	-9	6	-1	-7	-10	0.0	-3.4	44
O=S(=O)(Nc1cccc(-n2cnnn2)c1)c1ccccc1	-2	-2.2	0	4	-2	0	-6	-1.5	-0.8	-1
CCOC(=O)C1=NNC(C(=O)OCC)C1c1ccccc1 (configuration not stated)	·	·	-10	-12	0	6	5	·	-1.8	·
O=C(Nc1ccccc1F)c1cc(S(=O)(=O)N2CCOCC2)cs1	-4	0.6	8	7	1	1	8	0.4	-1.4	8
COC(=O)CN(c1ccc(OCc2ccccc2)cc1)S(C)(=O)=O	0	·	1	-5	-1	3	1	-0.1	-0.2	17
O=C(C1CC(c2ccc(F)cc2)=NO1)N1CCCCC1 (configuration not stated)	1	·	-7	2	1	1	-9	0.2	-1.5	13
O=C(Nc1ccc(SC(F)F)cc1)C1=CC=CN2CCS(=O)(=O)N=C12	-6	-2.6	1	4	-6	-2	20	2.6	-0.8	·
Cn1nc(-c2ccc(C(=O)NC3CCCCC3)cc2)c2ccccc2c1=O	7	-1.5	3	11	4	1	-3	-0.2	-0.2	-41
CCOC(=O)COc1ccc(S(=O)(=O)N2CCN(c3ccc(F)cc3)CC2)cc1	2	0.7	9	-3	-7	1	-5	-5.3	-1.1	0
CCOc1ccc(C(=O)NCc2ccccc2)cc1Br	-24	1.3	-14	3	1	0	1	0.0	-2.9	8
O=C(O)c1cccc(Cn2c(Cl)c(/C=N/NC(=O)c3cc4ccccc4cc3O)sc2=O)c1	11	0.1	30*	3	-5	-1	59*	-0.7	2.3	20
CC1=NN(c2ccccc2)C(=O)C1/C=C1\NC(=S)NC1=O (configuration not stated)	7	0.4	21	-6	0	-7	-2	-0.8	2.8	-38
COc1ccc(N(C(C)C(=O)NC2CCCCCC2)S(C)(=O)=O)cc1 (configuration not stated)	3	·	-6	4	-16	0	0	1.3	-1.0	-25
C=CCN(c1ccccc1)S(=O)(=O)c1cc(C(=O)NC2=NCCS2)ccc1Cl	-10	3.8	8	4	-6	2	-1	1.3	-0.4	23
C[C@H]1COC(=O)[C@@H](Cc2ccc(F)cc2)C/C=C\C[C@H](CC(=O)N(CCO)Cc2ccccc2)C(=O)N1	0	-0.2	8	1	4	4	11	-0.7	-4.4	·
O=C(/C=C/c1ccccc1)CCN1CCOCC1	·	·	-13	-9	3	1	17	·	-0.2	·
CCC(C(=O)OCC(=O)Nc1cc(Cl)cc(Cl)c1)c1ccccc1 (configuration not stated)	-32	-0.6	16	1	-2	0	-3	1.2	-6.1	4
Cc1nc(-c2ccc(S(=O)(=O)Nc3ccc(Br)cc3F)cc2)co1	-5	0.0	12	-2	0	-4	4	-0.8	0.1	-17
COC(=O)c1cnc(N2CCCN(S(=O)(=O)c3ccc(C(F)(F)F)cc3)CC2)nc1C(F)(F)F	2	·	-15	5	·	-1	5	-1.9	-0.9	14
CCN(CCNC(=O)C1CCN(Cc2nc(-c3ccc(Cl)cc3)oc2C)CC1)c1ccccc1	2	-0.7	-3	1	-9	0	-4	-1.8	-2.2	-8
CCCCS(=O)(=O)/C=C\C1C2C=CC(C2)C1S(=O)(=O)CCCC (configuration not stated)	10	3.3	0	16	10	2	-8	-0.7	-2.3	21
Cc1nc2ccccc2c(=O)n1/N=C/c1c(O)ccc2oc3c(c12)CCCC3	3	·	6	-16	-12	1	7	-1.8	-0.4	-4
CC(C)(C)c1ccc(OCC(=O)NC2CCS(=O)(=O)C2)cc1 (configuration not stated)	0	·	-11	2	5	-3	3	-2.5	-3.5	11
O=C(CSc1cccc(C(F)(F)F)c1)N1CCN(S(=O)(=O)c2ccccc2)CC1	6	0.9	-8	-4	-4	-1	-2	-0.2	-4.7	-12
CC(OC(=O)c1nc(Cl)ccc1Cl)C(=O)NC1CCCCC1C (configuration not stated)	9	-0.6	-1	7	-6	-2	0	-0.1	0.4	·
COc1ccc(CN2CCNC(=O)C2CC(=O)NCC(C)(C)N2CCOCC2)cc1C (configuration not stated)	5	-1.0	-16	-5	-5	-2	2	-1.2	0.1	2
COc1ccc(OC2CCN(S(=O)(=O)c3ccc(OC)c(OC)c3)CC2)cc1	0	-1.5	-11	1	8	2	-2	-0.7	-0.8	-3
COc1ccc(CNC(=O)COC(=O)c2ccco2)cc1	-9	·	-3	10	2	-1	0	1.2	-0.8	5
O=C(OCc1ccccc1)N1CCC2CC1c1ccc(-c3ccc4c(c3)OCO4)cc12 (configuration not stated)	·	-0.6	16	1	-2	-3	-3	·	-4.9	·
CC(=O)Nc1ccc(C=Cc2ccc([N+](=O)[O-])cc2)cc1	·	·	4	7	21	1	6	·	-3.3	·
O=C(Nc1c(C(=O)N2CCC(N3CCCCC3)CC2)oc2ccccc12)c1ccc(F)cc1	3	-1.0	16	13	10	0	-2	-2.2	-4.7	78
COc1ccccc1CC1(C)NC(=O)N(CC(=O)Nc2cc(C)on2)C1=O (configuration not stated)	2	1.7	-13	1	-7	5	1	0.2	-2.8	-12
O=S(=O)(c1cccc2cccnc12)N1CCN(c2ccccn2)CC1	4	4.1	16	11	1	-1	-2	-0.7	1.1	16
